14-3-3 PPI = modulators of 14-3-3 gamma protein binding, primary screen, biochemical, fluorescence polarization. FP, 14-3-3gamma / TMR-pS259-Raf peptide binding. 0.19% of 160,000 active. inhibition, % at 40 µM. 14-3-3 protein gamma (Homo sapiens), P61981. AID 422, 2006; in the data active means inhibition above about 30%;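 further: 0% = protein plus tracer without compound and 100% = blank with tracer alone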
Target sequence (P61981 whole entry, looked up): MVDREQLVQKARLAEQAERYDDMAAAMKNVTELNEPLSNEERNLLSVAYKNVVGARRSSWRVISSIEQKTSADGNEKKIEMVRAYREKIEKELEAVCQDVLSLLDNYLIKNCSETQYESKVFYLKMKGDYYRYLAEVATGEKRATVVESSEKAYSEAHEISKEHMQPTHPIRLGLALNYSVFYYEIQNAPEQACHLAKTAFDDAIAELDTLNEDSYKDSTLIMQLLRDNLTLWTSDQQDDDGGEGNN
* marks the source's active call; other numbers are inactive results; & = joins results of further samples. A portion of the library. The share of hits here may be higher or lower than overall.

SMILES	14-3-3 PPI
Cc1ccc2nc(NC(=O)C3CCN(S(=O)(=O)c4c(C)noc4C)CC3)sc2c1	-2
COC(=O)c1ccc2c(=O)n(-c3ccc(OC(F)(F)F)cc3)c(=S)[nH]c2c1	-7
CCOCCn1cnc2sc(C(=O)N3CCCCCC3)c(C)c2c1=O	-2
CCc1nn(C(C)C(=O)NC(C)CCc2ccco2)c(=O)c2cc3occc3n12 (configuration not stated)	-2
CC1(O)N(CCCCCC(=O)O)C(=O)OC12CCCCC2 (configuration not stated)	-3
COc1cc(NC(=O)c2ccc(Cl)cc2)nc(OC)n1	-7
CN(C(=O)c1ccccc1)c1ccc(OCC(=O)NC2CCS(=O)(=O)C2)cc1 (configuration not stated)	-2&-3
N#CCc1ccc(NC(=O)c2ccc(Cl)cc2)cc1	-12
O=C1N(CC(=O)N2CCc3ccccc32)CCN1Cc1ccccc1Cl	-4&-7
O=[N+]([O-])c1ccc2c(c1)ncn2CCO	-5
CCOc1cccc2c1OC1(C)CC2NC(=O)N1c1cccc(C(=O)NCc2ccccc2Cl)c1 (configuration not stated)	-1
CCCCn1c(SCC(=O)c2ccccc2)nc2c1c(=O)[nH]c(=O)n2C	-6
COc1ccc(-c2csc(N(CCCN3CCOCC3)C(=O)c3ccco3)n2)cc1	-6
O=C(NC1CCCC1)c1ccc(Cn2c(=S)[nH]c3cc4c(cc3c2=O)OCO4)cc1	-10
O=c1oc2cc3occ(-c4ccc5c(c4)OCO5)c3cc2c2c1CCCC2	-4
COc1ccc(N2CSC3=C(C#N)C(c4cccc(OC)c4OC)CC(=O)N3C2)cc1 (configuration not stated)	4
Cc1nc(C)n(CC(O)COc2ccc(C(=O)c3ccccc3)cc2)n1 (configuration not stated)	1
Cc1ccccc1Cn1cc(NC(=O)C2CC=CCC2C(=O)O)cn1 (configuration not stated)	3
CCOc1ccc2nc(NS(=O)(=O)c3ccc(NC(C)=O)cc3)sc2c1	-9
CCn1c(SCC(=O)N2CCCC2)nc2ccccc2c1=O	4
COc1ccc(S(=O)(=O)Nc2ccccn2)c(C)c1C	4
Cc1cccc2nc(Cn3c(=O)n(CC4CCC(C(=O)NCc5ccccc5)CC4)c(=O)c4ccccc43)cc(=O)n12 (configuration not stated)	-57
COc1ccc(C2/C(=C(\O)c3ccc(F)cc3)C(=O)C(=O)N2c2nnc(C)s2)cc1OC (configuration not stated)	0
COc1cc(C(=O)N2CCC(C(=O)Nc3cccc(C(C)=O)c3)CC2)cc(OC)c1OC	-8
Cc1ccc(NC(=O)Cc2c(O)c3ccccc3[nH]c2=O)c(C)c1	-10

Remaining list, next part.
SMILES	14-3-3 PPI
CC(=O)Nc1nnc(SCC(=O)Nc2ccc(F)cc2)s1	1
CC(C)Cn1c(SCC(=O)c2ccc(Cl)s2)nnc1-c1ccco1	0
Cc1ccccc1Cn1cnc2c(cnn2C(C)(C)C)c1=O	-6
COc1cc(NS(=O)(=O)c2ccc(Nc3nc(-c4ccc(Br)cc4)cs3)cc2)nc(OC)n1	0
CN1CCN(C(=O)c2ccc(C(C)(C)C)cc2)CC1	-1
CCOC(=O)c1ccc(NC(=O)Cn2nnc(-c3ccc(F)cc3)n2)cc1	-8
CC(=O)Nc1cc2ccc(OC(C)=O)cc2oc1=O	-1
COc1cccc(-c2ncnn2-c2cccc(Cl)c2C)c1	6
CC1CCN(C(=O)CCS(=O)(=O)c2cc(Br)cc3c2N(C(=O)C2CC2)CC3)CC1	8
Cc1cccc(NS(=O)(=O)c2ccc(Cl)s2)n1	-21
CCOc1cc(Br)cc(C2Oc3nc(SC)nnc3-c3ccccc3N2C(C)=O)c1OC(C)=O (configuration not stated)	-34
S=c1[nH]ncn1-c1cccnc1	41*
CCOC(=O)CSc1nnc2n(Cc3ccccc3)c(=O)c3c(n12)-c1ccccc1CC31CCCCC1	2
Cc1noc(C)c1S(=O)(=O)N1CCCC(C(=O)NCC2CCCO2)C1 (configuration not stated)	-6
O=C(CN1CCN(c2nc3ccc([N+](=O)[O-])cc3s2)CC1)Nc1ccc(Br)cc1	-5
COCC(C)NC(=O)COc1ccc(Cl)cc1Cl (configuration not stated)	-1
Cc1ccc(CSc2nc3c(c(=O)[nH]2)C(c2ccncc2)C2=C(CCCC2=O)N3)cc1 (configuration not stated)	-12
COc1cccc(OCCNC(=O)c2cc(C(F)(F)F)cc(C(F)(F)F)c2)c1	-5
CC(=O)c1nn(-c2cccc(Cl)c2)cc1C(=O)c1ccco1	-5&-9
COc1ccc(Cn2ccnc2)cc1[N+](=O)[O-]	-1
CCOC(=O)CC(=O)CSc1nc(N)c2c3c(sc2n1)CCCC3	-3
CC(=O)c1cccc(NS(=O)(=O)c2cc(C(=O)Nc3ccc(C(=O)O)cc3)ccc2C)c1	-4
Cc1c(C(=O)N2CCc3ccccc32)oc2c1C(=O)CC(C)(C)C2	-1
O=[N+]([O-])c1nn(-c2ccccc2)n(O)c1=NCc1ccc(F)cc1	1
CC1CC(C)CN(CCCNC(=O)c2cc3cc4ccc(Cl)cc4nc3o2)C1 (configuration not stated)	3

Three of the entries above in order of the 14-3-3 PPI value, low to high:
SMILES	14-3-3 PPI
CCOc1cc(Br)cc(C2Oc3nc(SC)nnc3-c3ccccc3N2C(C)=O)c1OC(C)=O (configuration not stated)	-34
CCCCn1c(SCC(=O)c2ccccc2)nc2c1c(=O)[nH]c(=O)n2C	-6
CCOC(=O)CC(=O)CSc1nc(N)c2c3c(sc2n1)CCCC3	-3

Returning to the listing, starting 2 compounds before the break.
SMILES	14-3-3 PPI
O=[N+]([O-])c1nn(-c2ccccc2)n(O)c1=NCc1ccc(F)cc1	1
CC1CC(C)CN(CCCNC(=O)c2cc3cc4ccc(Cl)cc4nc3o2)C1 (configuration not stated)	3
COc1cc(C2C(C(=O)OCC3CCCO3)=C(C)NC3=C2C(=O)CC(c2cccs2)C3)cc([N+](=O)[O-])c1O (configuration not stated)	-9
Cc1cc(C)cc(Nc2cc(C(=O)NCc3ccco3)c3ccccc3n2)c1	14
CCOC(=O)CCCSc1nc2sc(C)c(C)c2c(=O)[nH]1	-9&-4
CC(Sc1cccc(C(F)(F)F)c1)C(=O)NC(N)=O (configuration not stated)	5
O=C(c1sc2ccccc2c1Cl)N1CCN(CCN2C(=O)c3cccc4cccc(c34)C2=O)CC1	-5
Cc1c(C(=O)N2CCC(Cc3ccccc3)CC2)sc2ncn(CC(=O)N3CCOCC3)c(=O)c12	-7
CCN(C(=O)c1nn(-c2ccc(C)cc2)c(=O)c2c1c1ccccc1n2C)c1ccc(OC)cc1	1
O=C(Nc1ccc(Br)cc1F)c1ccncc1	0
O=c1c2ccccc2[nH]c(=S)n1CCCN1CCCCC1	-1
Cc1cccc(-c2cc(C(=O)NCc3ccc(S(N)(=O)=O)cc3)c3ccccc3n2)c1	-7
N#Cc1c(NC(=O)c2cnn3c2NC(c2ccccc2)CC3C(F)(F)F)sc2c1CCCC2 (configuration not stated)	-17
O=S(=O)(c1cccc2nonc12)N1CCN(c2ccccc2F)CC1	-11
CCN(CC)c1ccc(C2C(C(=O)Nc3cc(C)ccn3)=C(C)NC3=C2C(=O)CCC3)cc1 (configuration not stated)	-2
NCCSC1CC(=O)N(c2ccc(Cl)cc2)C1=O (configuration not stated)	-2
COc1cc2c(cc1NC(=O)c1ccc3c(c1)OCO3)oc1ccccc12	-8&-9
Cc1ccc(N2CC(C(=O)N3CCN(c4ccccc4)CC3)CC2=O)cc1 (configuration not stated)	-2
CC1CCN(S(=O)(=O)c2cccc3cccnc23)CC1	-13
COc1ccc(-c2nnc(NC(=O)c3ccc(S(=O)(=O)N4CCc5ccccc5C4)cc3)o2)c(OC)c1	-4
Cc1ccc(NC(=O)C(=O)CC(=O)c2ccc(C)c(C)c2)c(Cl)c1	-4
O=C(O)c1cc(S(=O)(=O)N2CCOCC2)ccc1Cl	0
O=C(CSc1nnc(C2CCCCC2)n1-c1ccccc1)NCc1ccco1	0
CCN(Cc1ccncc1)S(=O)(=O)c1ccc(C(C)=O)cc1	-1
COCC(C)NC(=O)c1cc(-c2ccc(OC)cc2)on1 (configuration not stated)	-3
Cc1ccc(C(=O)Nc2cccc(-c3nc4ccccc4o3)c2)c(Cl)c1	-240
CCc1nnc(NS(=O)(=O)c2ccc(NC(=O)c3ccc(C#N)cc3)cc2)s1	-2

More compounds:
SMILES	14-3-3 PPI
Cc1cc2c(cc1C)NC(c1cccc(C(F)(F)F)c1)C1=C(CC(C)(C)CC1=O)N2 (configuration not stated)	-2
CN(CC(=O)N1CCCc2c1c(=O)oc1ccc(O)cc21)Cc1ccccc1	3&-2
COc1cccc2cc(-c3cn4c(n3)sc3cc(Oc5ccccc5)ccc34)c(=O)oc12	-11
Cc1cc(NC(=O)COc2cccc3cccnc23)no1	-2
C=CCNC(=O)c1ccc2c(=O)n(Cc3ccc(Cl)cc3)c(=S)[nH]c2c1	-7
CCC(c1nc2ccccc2c(=O)n1-c1cccnc1)N1C(=O)c2ccccc2C1=O (configuration not stated)	11
CC1(C)CC(=O)c2cnc(NCc3ccco3)nc2C1	-8
O=C(NCC(c1cccnc1)N1CCN(c2ccccc2)CC1)c1ccc2c(c1)OCO2 (configuration not stated)	4
Cn1c(=O)[nH]c(=O)c2c1nc(Br)n2CCOc1ccccc1	-8
Cc1ccc(S(=O)(=O)N2N=C(c3ccc(Br)cc3)CC2c2ccco2)cc1 (configuration not stated)	1
C=CCc1ccccc1OCC(O)CN1C(C)CCCC1C (configuration not stated)	-5
COc1cc(C2C3=C(CCCC3=O)OC3=C2C(=O)CCC3)ccc1OCc1ccccc1	-18
O=C(COc1ccccc1)NCCSCc1ccco1	-7
CCC(=O)N1CCc2cc(Br)cc(S(=O)(=O)Nc3c(C)cccc3C)c21	-68
N#Cc1cc(S(=O)(=O)N2CCOCC2)ccc1Cl	2
COc1ccc(C(NC(C)=O)c2c(O)ccc3ccccc23)cc1 (configuration not stated)	-6
Cc1nc2c3ccccc3[nH]c(=O)n2n1	-7&5
c1ccc(Cc2nnc3sc(-c4ccc5c(c4)OCO5)nn23)cc1	-4
O=C(NC1CCN(Cc2ccccc2)CC1)c1ccc2nc3cc(Cl)ccc3c(=O)n2c1	-25
CC(=O)Nc1ccc(S(=O)(=O)NC(C(=O)O)C2=CCC=CC2)cc1 (configuration not stated)	3
COc1ccc(NC(=O)CCS(=O)(=O)c2cccc3nsnc23)cc1	-7
O=C(C1CC(c2ccc(F)cc2)=NO1)N1CCCCC1 (configuration not stated)	-3
COc1ccc(N(C(C)C(=O)NC2CCCCCC2)S(C)(=O)=O)cc1 (configuration not stated)	-7
Cc1c(C(=O)N2CCN(Cc3ccccc3)CC2)sc2ncnc(N3CCCCC3C)c12 (configuration not stated)	8
Cc1nc2ccccc2c(=O)n1/N=C/c1c(O)ccc2oc3c(c12)CCCC3	-11

4 entries already listed, sorted by length of the SMILES, rising:
SMILES	14-3-3 PPI
CCn1c(SCC(=O)N2CCCC2)nc2ccccc2c1=O	4
CCOC(=O)c1ccc(NC(=O)Cn2nnc(-c3ccc(F)cc3)n2)cc1	-8
Cc1c(C(=O)N2CCN(Cc3ccccc3)CC2)sc2ncnc(N3CCCCC3C)c12 (configuration not stated)	8
CC(=O)c1cccc(NS(=O)(=O)c2cc(C(=O)Nc3ccc(C(=O)O)cc3)ccc2C)c1	-4

In a second layout: results already given.
14-3-3 PPI	Compound
3&-2	CN(CC(=O)N1CCCc2c1c(=O)oc1ccc(O)cc21)Cc1ccccc1
-11	COc1cccc2cc(-c3cn4c(n3)sc3cc(Oc5ccccc5)ccc34)c(=O)oc12

Later entries.
SMILES	14-3-3 PPI
CSc1ccccc1NC(=O)CC1SC(N)=NC1=O (configuration not stated)	-33
CCN(CCNC(=O)C1CCN(Cc2nc(-c3ccc(Cl)cc3)oc2C)CC1)c1ccccc1	2
CCCCS(=O)(=O)/C=C\C1C2C=CC(C2)C1S(=O)(=O)CCCC (configuration not stated)	-3
CCCOc1cccc(C(=O)Nc2cc(-c3nc4ccccc4o3)ccc2C)c1	-231
O=C(O)Cn1cnc2sc3c(c2c1=O)CCCC3	-7
CCOC(=O)c1c(NC(=O)COc2ccc3c(c2)OCO3)sc(C)c1C	-3
O=c1[nH]c2ccc([N+](=O)[O-])cc2c(-c2ccccc2)c1Sc1nc2ccccc2o1	-28
COC(=O)c1ccccc1NC(=O)c1cc(-c2ccc3c(c2)OCO3)on1	-12
O=C(Nc1ccc(C(=O)Nc2ccc(Cl)cc2)cc1)c1ccccc1	-5
Cc1ccc(S(=O)(=O)N(C)CCCC(=O)n2nc(C)cc2C)cc1	4
COc1ccc(NC(=O)Cn2c(=O)oc3cc(Cl)ccc32)cc1	-2
CN(C)CCCCSC(=N)N	0
Cc1nccn1CC(O)COc1ccc([N+](=O)[O-])cc1 (configuration not stated)	-8
O=C(Nc1ccccc1)c1cc2ccc(O)cc2oc1=O	-11
CCn1c(CNC(=O)c2ccc3c(c2)OCO3)nnc1SCC(=O)Nc1cc(C)ccc1OC	-6
COc1cc2c(C(=O)NCc3ccc(F)cc3)cn(C)c(=O)c2cc1OC	-11
O=c1c(O)c(-c2ccc(O)c(O)c2)oc2cc(O)cc(O)c12	-1
COc1ccc(C2CC(c3ccc(Br)s3)Nc3ncnn32)cc1OC (configuration not stated)	-13
COc1ccc2c(c1)sc1nc(=O)n(-c3ccccc3)c(=O)n12	-3
O=C(O)c1ccccc1C(=O)n1c(Cc2ccccc2)nc2ccccc21	-4
COc1ccc(Cn2c(CCC(=O)O)nc3cccnc32)cc1	0
COc1ccccc1C(=O)N1CC2(C)CC1CC(C)(C)C2 (configuration not stated)	-3
COc1ccc(N2C(=O)C(O)=CC2(OC)c2ccccc2)cc1 (configuration not stated)	-8
COc1cccc(-c2nn(C)c3sc(C(=O)N4CCN(C(=O)c5ccco5)CC4)cc23)c1	-8
CCOCCCNC(=O)c1cc(Sc2cccc(Cl)c2)nc2ccccc12	-5
CNc1nc(C)c(C#N)c(-c2ccccc2)c1C(C)=O	4
O=[N+]([O-])c1cc(C(F)(F)F)ccc1NCCc1c[nH]c2ccccc12	4
CN(C)c1nc(C(=O)OCCO)nc(N(C)C)n1	3
O=[N+]([O-])C1=CC=C2C(=NC3(CCCCC3)N2O)C1=NCCc1ccccn1	-72
CCCN1CCN(CCCNC(=O)C2c3ccccc3C(=O)N(C)C2c2cn(C)c3ccccc23)CC1 (configuration not stated)	-4

Screening results deposited in PubChem BioAssay by Emory University Molecular Libraries Screening Center.
